CAL PDZ FP-1 = inhibitors of human CAL PDZ peptide binding. Q9HD26. purified CAL PDZ, TMR-peptide fluorescence polarization, 1 h. inhibition, % at 20 µM. 330,000 tested, 0.02% active. AID 504414;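 active means highest replicate inhibition of at least 40%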;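 further: plate controls were DMSO neutral control wells for no effect and unlabeled competitor peptide control wells for full effect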
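System: purified tagged CAL PDZ domain construct (CerCALP). Schedule: 1 h incubation at room temperature before polarization reading. Medium: 25 mM sodium phosphate pH 7.4, 150 mM NaCl, TCEP, IgG, Thesit. Read-out: percent inhibition from loss of millipolarization. Measured by: FP readout, S and P plane fluorescence. Probe or stimulus: fluorescent TMR peptide probe.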
CAL PDZ FP-2 = CAL PDZ (human) peptide binding inhibition. purified CAL PDZ, TMR-peptide fluorescence polarization, 1 h. inhibition, % at 24.9 µM. AID 602252. 300,000 tested, 0.92% active;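 active means mean inhibition of at least 30% with at least half of replicates also reaching 30%; inconclusive means no clear call, values can overlap the other calls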;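 further: 0% = DMSO neutral control and 100% = excess unlabeled competitor peptide PRC23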
SR-BI DiI-HDL act = enhances SR-BI lipid uptake from DiI-HDL; CHO ldlA[mSR-BI] cells, DiI-HDL uptake fluorescence, 3 h; 100 = double the neutral-control signal; activation, % at 12.5 µM; 320,000 tested, 0.096% active;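 active means mean replicate activation of at least 60% and every replicate at or above 60%; inconclusive means mean or all-replicate condition met, but not both; inactive means mean below 60% and not all replicates reaching 60%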;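 further: 0% = median plate neutral-control signal and 100% = twice that signal; values of inactives mirror those of a sister screen read the other way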
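Material: SR-BI-overexpressing, LDLR-lacking CHO cells; schedule: compound exposure 3 h, 37 °C; reagent: DiI-labelled HDL at 10 µg/mL final; technique: bottom-read fluorescence, 550/595 nm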
PfHsp90 set2 = inhibits growth of yeast expressing Plasmodium falciparum Hsp90 | S. cerevisiae expressing PfHsp90, BacTiter-Glo ATP, 48 h; yeast lacking PDR1 and PDR3 efflux regulators | inhibition, % at 9.4 µM | 310,000 tested, 0.32% active;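 active means every replicate shows inhibition above about 80%, whatever the replicate mean, limit read from the data; inconclusive means mean inhibition reaches the set limit but some replicate falls short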;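 further: 0% = DMSO neutral controls and 100% = 20 µM radicicol positive controls; yeast relying on Plasmodium falciparum Hsp90 in place of its own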
PvdQ inh = P. aeruginosa PvdQ acylase inhibition; purified PvdQ acylase, fluorescence plate reader; inhibition, % at 10 µM; 340,000 tested, 0.063% active; AID 488965; in the data active means inhibition above about 30%, passing the limit was not always enough; inconclusive means no clear call, values can overlap the other calls;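 further: 0% = vehicle neutral wells and 100% = reference inhibitor wells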
dFosB activator = enhances mouse delta FosB homodimer DNA binding; activation, % at 25 µM; purified delta FosB, TAMRA-CDK5 oligo fluorescence polarization; percent of positive-control signal above neutral wells; 340,000 tested, 0.99% active; AID 493131; P13346;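 active means mean activation above about 17%, with every replicate also reaching it, limit read from the data, passing the limit was not always enough; inconclusive means only one of the two conditions met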;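 further: fluorescence polarization rise as delta FosB binds a TAMRA Cdk5 AP-1 oligo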
SR-BI DiI inh = blocks mouse SR-BI lipid uptake from DiI-HDL; inhibition, % at 12.5 µM; ldlA[mSR-BI] CHO cells, DiI-HDL uptake fluorescence, 3 h; 320,000 tested, 0.96% active; Q61009;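 active means mean replicate inhibition of at least 70% and a set share of replicates each scoring 70 or more; inconclusive means meets just one of the two criteria; inactive means fails both criteria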;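 further: 0% = median of neutral control wells and 100% = median of positive control wells; values of inactives mirror those of a sister screen read the other way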
Target sequence (Q61009 whole entry, looked up): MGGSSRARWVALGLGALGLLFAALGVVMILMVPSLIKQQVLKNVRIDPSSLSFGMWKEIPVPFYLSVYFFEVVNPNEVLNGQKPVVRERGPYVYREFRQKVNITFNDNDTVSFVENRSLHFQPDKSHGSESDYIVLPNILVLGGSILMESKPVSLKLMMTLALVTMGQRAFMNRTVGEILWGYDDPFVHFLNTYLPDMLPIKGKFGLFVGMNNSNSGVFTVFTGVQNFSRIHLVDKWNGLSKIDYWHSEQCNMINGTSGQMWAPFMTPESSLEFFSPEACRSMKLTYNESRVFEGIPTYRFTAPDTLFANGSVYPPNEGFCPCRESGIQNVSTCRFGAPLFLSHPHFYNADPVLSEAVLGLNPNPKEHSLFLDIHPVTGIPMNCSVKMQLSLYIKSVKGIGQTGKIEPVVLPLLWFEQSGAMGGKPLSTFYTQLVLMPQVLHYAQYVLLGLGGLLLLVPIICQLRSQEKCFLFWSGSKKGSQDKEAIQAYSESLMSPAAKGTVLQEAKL
Rtt109 HAT inh = inhibitors of Candida albicans Rtt109/Vps75 histone acetyltransferase. Q5AAJ8. purified Rtt109/Vps75, ThioGlo CoA-SH fluorescence, 4 h. inhibition, % at 34.9 µM. 330,000 tested, 0.16% active. AID 540336;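 active means inhibition of at least 50% in every replicate; inconclusive means best replicate reaches 50% inhibition but some replicates fall short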
Target sequence (Q5AAJ8 whole entry, looked up): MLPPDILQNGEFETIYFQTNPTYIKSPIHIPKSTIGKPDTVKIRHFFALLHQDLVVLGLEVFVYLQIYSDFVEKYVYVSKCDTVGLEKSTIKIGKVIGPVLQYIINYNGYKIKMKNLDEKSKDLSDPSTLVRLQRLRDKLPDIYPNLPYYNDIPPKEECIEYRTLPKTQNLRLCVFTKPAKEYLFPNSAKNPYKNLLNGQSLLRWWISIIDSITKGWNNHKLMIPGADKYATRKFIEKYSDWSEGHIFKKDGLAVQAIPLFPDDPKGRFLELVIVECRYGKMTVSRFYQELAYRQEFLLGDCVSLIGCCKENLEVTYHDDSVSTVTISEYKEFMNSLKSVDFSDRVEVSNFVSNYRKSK
MITF act = increases MITF-driven TRPM1 promoter luciferase signal; SK-MEL-5 TRPM1-promoter luciferase, 24 h; % of positive control, neutral wells = 0; activation, % at 12.5 µM; 300,000 tested, 0.75% active; AID 588334;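 active means mean activation of at least 80% with every replicate also reaching 80%; inconclusive means mean reaches 80% but some replicate falls short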;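 further: 0% = neutral control wells and 100% = parthenolide positive control wells; values of inactives mirror those of a sister screen read the other way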
NSD2 inh = inhibitors of human histone methyltransferase NSD2 | NSD2 peptide methylation, AlphaScreen, 120 min | O96028 | AID 743445 | inhibition, % at 12.5 µM | 310,000 tested, 0.54% active; in the data active means inhibition above about 50%
Starred values were filed as active, the others as inactive; ? = inconclusive; · = not tested or not shown. Rows are unselected. Share with any hit: about 4.3%.

SMILES	CAL PDZ FP-1	CAL PDZ FP-2	SR-BI DiI-HDL act	PfHsp90 set2	PvdQ inh	dFosB activator	SR-BI DiI inh	Rtt109 HAT inh	MITF act	NSD2 inh
NS(=O)(=O)c1ccc(NC(=O)CSc2nc3ccccc3nc2N2CCOCC2)cc1	-2.0	-6	4	-36	-9	-8	-4	-6	·	·
O=C(O)c1c2c(nc3ccccc13)/C(=C/c1c(F)cccc1F)CCC2	-4.3	-8	·	14	-11	-2	·	-6	-1	-1
COc1ccccc1N1CCN(C(=O)C(Cc2ccccc2)NC(=O)C2CCCCC2)CC1 (stereo unspecified)	-2.2	-2	·	-6	-7	-14	·	11	-6	3
CN(c1ccccc1C(=O)N1CCN(c2ccccc2F)CC1)S(=O)(=O)c1ccccc1	-2.2	-3	6	2	-5	-2	-6	4	1	0
CCOC(=O)c1ccc(NC(=O)CCn2nnc3ccccc32)cc1	-1.0	3	-8	-4	-18	-5	8	-10	22	2
CCN1CCN(C(=O)C2CCN(S(=O)(=O)c3cc(Cl)ccc3Cl)CC2)CC1	-2.2	-5	1	-3	-9	-4	-1	-11	19	-1
CCOC(=O)c1ccc(NC(=S)NN)cc1	0.2	1	7	-31	6	-14	-7	?	-3	-17
COc1ccc(/C=N/NC(=O)c2[nH]c3ccc(Cl)cc3c2-c2ccccc2)c(C(=O)O)c1OC	-2.0	0	14	-25	-13	-1	-14	7	·	-4
Cc1ccnc(NC(=O)Cn2c(=O)oc3ccccc32)c1	-2.8	-2	10	-4	10	3	-10	-10	3	19
CC[C@@H](C)[C@@H](C(=O)N1CCN(C(=O)OC(C)(C)C)CC1)n1cc(CCC(=O)O)nn1	-0.1	-2	11	9	-6	4	-11	1	0	·
C#CC(C)OC(=O)Nc1cnccc1C(F)(F)F (stereo unspecified)	-1.5	·	-10	-5	-12	4	10	-3	-10	-4
Cc1ccc(Cl)cc1N1CCN(C(=O)c2ccc(NS(=O)(=O)c3c(C)noc3C)cc2)CC1	-2.0	1	-8	-31	-3	-4	8	-1	4	6
S=C(NN=C(C1CC1)C1CC1)Nc1ccccc1	-0.2	-5	5	-11	-4	0	-5	1	30	-1
Cc1ccc(-n2nc(C(=O)N3CCN(C)CC3)c3c4ccccc4n(C)c3c2=O)cc1	-2.4	-2	-4	-4	6	-4	4	11	-10	-3
COCC(=O)N(Cc1cc2cc(OC)ccc2[nH]c1=O)c1ccccc1	-0.9	0	10	0	-8	2	-10	3	10	5
CCn1c(=O)c([N+](=O)[O-])c(N2CCN(Cc3ccc4c(c3)OCO4)CC2)c2ccccc21	-0.7	-3	2	·	4	-9	-2	15	-13	3
COc1ccc(C2C(C#N)=C(N)OC3=C2C(=O)CC(C)(C)C3)cc1 (stereo unspecified)	-1.2	2	34	-5	-3	-6	-34	1	0	-3
C=CCSC1=N/C(=C\c2ccc(C(=O)O)cc2)C(=O)S1	·	-3	4	1	-19	5	-4	1	-5	5
Cc1ccccc1C(=O)c1cccn1CC(=O)NCc1ccccc1Cl	0.1	·	-4	3	9	-1	4	1	57	3
COc1ccc([N+](=O)[O-])cc1N(CC(=O)N(C)C)S(C)(=O)=O	·	-1	12	1	-13	2	-12	-2	4	-2
Cc1cc(C)c(NC(=O)C(C)N2CCCCCC2)c(C)c1 (stereo unspecified)	-1.1	-3	11	13	-7	7	-11	4	-3	-2
CCN(CC)C(=O)CC(c1ccc(N(C)C)cc1)c1c(O)cc(OC)cc1OC (stereo unspecified)	0.9	-1	-5	30	3	0	5	5	·	·
O=C(CC1CCCC1)NNC(=O)c1ccc(F)cc1	-1.0	-4	-2	-11	-17	0	2	-4	10	-1
Cc1ccc(-n2c3nc(=O)[nH]c(=O)c-3cc3cc([N+](=O)[O-])ccc32)cc1	0.8	-4	-2	9	2	-9	2	-1	-53	26
CCOc1cc(/C=N/NC(=O)c2ccncc2)ccc1OS(C)(=O)=O	-0.4	2	-18	5	0	-13	18	8	3	-3

(list continues)
SMILES	CAL PDZ FP-1	CAL PDZ FP-2	SR-BI DiI-HDL act	PfHsp90 set2	PvdQ inh	dFosB activator	SR-BI DiI inh	Rtt109 HAT inh	MITF act	NSD2 inh
O=S(=O)(NC1CCCCC1Sc1ncccn1)c1ccc(Cl)cc1 (stereo unspecified)	-0.1	-1	-17	-15	-9	-4	17	-5	2	-4
O=C(Oc1ccccc1)c1cccc(COC(=O)c2cnccn2)c1	-0.7	·	-6	5	8	-10	6	5	2	0
CSC1=C(C#N)C(C)CC(=O)N1 (stereo unspecified)	-1.2	2	5	-16	-2	9	-5	-2	-5	-1
COc1ccc(S(=O)(=O)N2CCN(Cc3ccc4c(c3)OCO4)CC2)c2ccccc12	0.7	4	4	12	7	8	-4	9	-18	·
Cc1cc(C(=O)OCC(=O)Nc2sc3c(c2C#N)CCC(C)C3)c2ccccc2n1 (stereo unspecified)	-2.1	-6	1	-15	14	-18	-1	11	16	2
O=C(CCC(=O)c1cccs1)c1cccs1	-0.2	-4	3	-4	-3	-4	-3	16	·	-2
COc1cccc(C(C(=O)NCC2CCCO2)N(C(=O)Cn2nnc3ccccc32)c2ccccc2C(C)=O)c1OC (stereo unspecified)	-2.8	6	·	-9	8	-11	·	9	-10	·
Cc1cc2c3c(c1)C(C)CC(C)(C)N3C(=O)C2=O (stereo unspecified)	-2.3	-3	13	1	-12	-4	-13	0	7	4
O=C(c1ccc(F)cc1)N1CCN(c2ccc([N+](=O)[O-])c(N3CCOCC3)c2)CC1	-1.6	·	-29	-21	-13	-6	29	8	3	5
COc1ccccc1-c1cc(C(F)(F)F)nc(NCc2ccco2)n1	-0.8	-1	-28	7	9	-1	28	-6	-9	-1
CCOP(=O)(c1ccc(N(C)C)cc1)C(O)c1ccc(OC)cc1 (stereo unspecified)	1.9	-2	3	2	-10	3	-3	-9	-1	-2
Cc1ccc(/C(N)=N/OC(=O)c2cccc(Cn3cc(C(F)(F)F)ccc3=O)c2)cc1	-1.4	-1	9	-4	-14	-4	-9	-1	20	4
COc1ccccc1NC(=O)CSc1nc2c(sc3ccccc32)c(=O)n1CCN(C)C	-5.0	-3	2	7	-21	-6	-2	1	-15	2
COc1cc(NC(=S)N2CCN(C(=O)c3ccco3)CC2)c(OC)cc1Cl	-0.6	2	0	-31	-4	-1	0	-8	-5	-2
COc1ccc(N2CCN(C(=O)c3ccc(NS(=O)(=O)c4ccccc4)cc3)CC2)cc1	-0.3	2	-12	11	-11	-11	12	4	14	4
COc1ccc(NC(=O)C#Cc2ccccc2)cc1	1.2	63*	7	-11	-13	1	-7	1	·	-3
CCOC(=O)CN1C(=O)C(CC)Oc2ccccc21 (stereo unspecified)	0.0	·	-2	-7	-9	-8	2	4	-10	3
COc1ccc(N(CC(=O)Nc2cc(C)cc(C)c2)S(=O)(=O)c2ccccc2[N+](=O)[O-])c(OC)c1	-0.5	·	10	-18	-16	0	-10	-1	1	-1
CN(CC(=O)Nc1ccc(Cl)cc1)Cc1cc(=O)n2ccsc2n1	-3.0	-3	8	4	6	-8	-8	·	-8	0
O=C(O)c1ccc(S(=O)(=O)Cc2ccccc2)cc1	-2.1	3	9	·	-6	-7	-9	-5	·	-1
CC(C)(CNC(=O)C1c2ccccc2-c2ccccc21)N1CCOCC1	-1.9	-2	5	-16	-12	-10	-5	-1	-4	0
COc1ccc(C(CC(=O)O)NS(=O)(=O)c2ccc(C)cc2)cc1OC (stereo unspecified)	1.4	-2	53	9	-13	-1	-53	-1	3	0
COc1ccc(NC(=O)CN2CCOCC2)cc1S(=O)(=O)N1CCCCC1	-1.3	2	-15	0	-28	7	15	3	3	-8
COc1ccc(F)cc1C(=O)C1CCCN(Cc2ccc(Oc3ncccn3)cc2)C1 (stereo unspecified)	0.8	-4	19	1	3	-1	-19	-8	-3	4
O=C(Cc1ccccc1)Nc1ccc(NC(=O)c2cccnc2)cc1	-0.9	-2	-5	20	-10	-8	5	4	·	-1

Continuation.
SMILES	CAL PDZ FP-1	CAL PDZ FP-2	SR-BI DiI-HDL act	PfHsp90 set2	PvdQ inh	dFosB activator	SR-BI DiI inh	Rtt109 HAT inh	MITF act	NSD2 inh
CCN1C(=O)c2cccc3c(S(=O)(=O)Nc4ccccn4)ccc1c23	-2.3	-2	13	·	-4	1	-13	-3	·	·
COc1cc(S(=O)(=O)n2cnc(C)c2)ccc1Br	-0.9	1	23	-14	-10	2	-23	1	0	0
Cc1ccc(-n2nc3c(=O)n(C(C)C(=O)NCc4ccc5c(c4)OCO5)nc(C)c3c2C)cc1 (stereo unspecified)	-3.8	-3	-13	15	-8	?	13	9	-29	-1
Cc1ccc(CC(CC(=O)O)C(=O)NCC23CC4CC(CC(C4)C2)C3)cc1 (stereo unspecified)	-0.6	-1	23	11	-1	-4	-23	0	10	-4
CC1(C)CC(CC(=O)NC(=S)Nc2ccc([N+](=O)[O-])cc2)C(=O)O1 (stereo unspecified)	-2.2	0	-90	-1	-4	-13	90*	2	6	3
CCn1cc(C(=O)NCC(=O)OC)c2cc(OC)c(OC)cc2c1=O	-0.4	-11	29	·	-1	-1	-29	1	·	·
CCn1c2ccccc2c2cc(CN3CCN(S(=O)(=O)Cc4ccccc4)CC3)ccc21	0.6	1	15	-9	-1	3	-15	2	-5	1
COc1cccc(NC(=O)c2c([N+](=O)[O-])cnn2C)c1	-0.3	0	7	-21	-21	-3	-7	3	·	0
CCN(C(=O)CSc1nnc(-c2ccc(OC)cc2)n1C(C)C)C1CCS(=O)(=O)C1 (stereo unspecified)	0.8	0	7	-11	-10	-5	-7	1	-7	6
Cn1c(CN2CCCC2)nc2cc(NC(=O)COc3ccccc3)ccc21	-1.8	·	31	-7	-8	-5	-31	-2	17	0
c1ccc(CNc2nc3ccccc3n3cnnc23)nc1	-1.1	·	32	-8	-3	-9	-32	1	17	·
COCCCNCCOCCOc1c(OC)cccc1OC	1.3	0	-1	-21	-1	4	1	4	-7	1
CCN(Cc1ccccc1)C(c1cccc(C#N)c1)c1nnnn1C(C)(C)C (stereo unspecified)	-2.3	1	23	-36	-8	-10	-23	-3	6	-4

Records listed above shown as hits in SR-BI DiI inh:
SMILES	CAL PDZ FP-1	CAL PDZ FP-2	SR-BI DiI-HDL act	PfHsp90 set2	PvdQ inh	dFosB activator	SR-BI DiI inh	Rtt109 HAT inh	MITF act	NSD2 inh
CC1(C)CC(CC(=O)NC(=S)Nc2ccc([N+](=O)[O-])cc2)C(=O)O1 (stereo unspecified)	-2.2	0	-90	-1	-4	-13	90*	2	6	3

High-throughput results from PubChem.
